# Bioassay records as filed in PubChem.
# GPR151 ag – activators of human GPR151; PathHunter beta-arrestin GPR151 cells, luminescence; hit rate 1% among 650,000; activation, % at 11.2 µM; in the data active = activation above about 4.9%;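 note: 0% = median of compound wells and 100% = cells with positive control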
# Target sequence (Q8TDV0 whole entry, looked up): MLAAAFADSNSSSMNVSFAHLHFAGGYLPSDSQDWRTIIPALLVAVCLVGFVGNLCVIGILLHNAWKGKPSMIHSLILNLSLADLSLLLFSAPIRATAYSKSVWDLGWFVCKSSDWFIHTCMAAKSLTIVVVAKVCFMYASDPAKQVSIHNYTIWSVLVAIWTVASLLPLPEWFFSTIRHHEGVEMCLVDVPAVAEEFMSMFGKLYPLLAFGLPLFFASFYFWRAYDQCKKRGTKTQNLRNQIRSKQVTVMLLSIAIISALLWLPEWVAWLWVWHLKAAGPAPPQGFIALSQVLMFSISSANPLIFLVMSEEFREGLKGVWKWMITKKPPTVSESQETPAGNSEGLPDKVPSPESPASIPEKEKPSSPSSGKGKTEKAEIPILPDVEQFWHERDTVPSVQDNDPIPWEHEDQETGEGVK
# FBW7 act – human FBW7 E3 ligase activation, primary screen | AlphaScreen FBW7–phospho-cyclin E peptide binding, activator screen | normalized activity (activation), % at 26.1 µM | hit rate 0.13% among 650,000; in the data active = normalized activity above about 1.9%;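 note: purified mutant Fbw7 with reduced substrate affinity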
# MITF inh – inhibitors of human MITF. AlphaScreen MITF homodimerization, bead proximity signal. hit rate 0.91% among 650,000. inhibition, % at 2.6 µM; in the data active = inhibition above about 50%;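 note: 0% = vehicle wells with protein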
# Target sequence (O75030 whole entry, looked up): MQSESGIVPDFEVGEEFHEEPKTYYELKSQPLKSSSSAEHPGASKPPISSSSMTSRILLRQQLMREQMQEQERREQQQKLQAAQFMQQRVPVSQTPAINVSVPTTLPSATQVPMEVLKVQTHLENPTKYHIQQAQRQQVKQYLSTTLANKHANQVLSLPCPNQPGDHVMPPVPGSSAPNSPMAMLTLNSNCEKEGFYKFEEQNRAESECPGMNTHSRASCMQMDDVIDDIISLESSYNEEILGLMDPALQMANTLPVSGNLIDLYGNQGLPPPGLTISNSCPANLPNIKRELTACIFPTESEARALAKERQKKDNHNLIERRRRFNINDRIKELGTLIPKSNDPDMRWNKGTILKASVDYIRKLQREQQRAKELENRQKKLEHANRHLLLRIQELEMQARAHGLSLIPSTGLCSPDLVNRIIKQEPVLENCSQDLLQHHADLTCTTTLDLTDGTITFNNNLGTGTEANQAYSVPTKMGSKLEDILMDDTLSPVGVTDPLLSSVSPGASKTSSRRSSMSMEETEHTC
# TEAD-YAP inh – TEAD-YAP interaction inhibition; HEK-TIYL cells, TEAD-Gal4/YAP UAS-luciferase luminescence; inhibition, % at 9.12 µM; hit rate 1.4% among 640,000; AID 1259422; in the data active = inhibition above about 32%;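 note: 0% = median of test compound wells and 100% = reference inhibitor wells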
# An asterisk follows results filed as active; . = no result given; & = joins results of further samples.
SMILES,GPR151 ag,FBW7 act,MITF inh,TEAD-YAP inh
COc1ccc(-c2nc(-c3cccs3)[nH]c2-c2ccccc2)cc1OC,2.1,-0.3,1,0
CCc1ccccc1NC(=O)c1cc(S(=O)(=O)NCc2ccc(OC)cc2)ccc1F,-1.8,0.1,8,-7
COc1ccc(CN(CC2CCCO2)C(=O)c2cc3ccccc3oc2=O)cc1OC (stereo not given),1.0,-0.1,4,9
CC(C)OC(=O)CSc1nnc(-c2ccc(S(=O)(=O)N3CCCC3)cc2)n1C,-1.4,-0.1,11,0
CCc1ccccc1NC(=O)CSc1nc2nc(C)cc(C)n2n1,1.8,0.1,-6,15
COc1ccccc1NC(=O)c1c(NCc2ccc(C)o2)sc2c1CCC2,-1.7,0.7,17,2
CC/C(=N\Nc1ccccc1[N+](=O)[O-])c1ccc(O)cc1,0.2,-1.7,10,22
O=C1c2ccc([N+](=O)[O-])cc2C(=O)N1c1ccccc1,0.3,0.0,9,12
C=CCS(=O)(=O)N1CCC(Cc2cccc(C(F)(F)F)c2)(C(=O)OCC)CC1,-1.8,0.5,15,2
Cc1ccc2c(c1)N(CCCC(=O)Nc1ccc(Br)c(C)c1)C(=O)CO2,-1.3,-0.1,11,0
c1ccc2nc(-c3nc4ccccc4o3)ccc2c1,-10,0.0,0,77*
O=C(NCC(c1cccc2ccccc12)N1CCCC1)c1cccc([N+](=O)[O-])c1 (stereo not given),1.2,0.1,18,5
CC(=O)NC(=N/OC(C)=O)/C(=N/OC(C)=O)c1nc2ccccc2[nH]1,0.2,-0.1,12,8
COc1ccc(CN2CCN(Cc3cccn3-c3nccs3)CC2CCO)cc1C (stereo not given),-0.7,-0.1,13,2
CCc1ccc(OCC(=O)O/N=C(\N)c2ccc(C)cc2)cc1,0.2,-0.2,-14,0

# 13 consecutive compounds from above:
SMILES,GPR151 ag,FBW7 act,MITF inh,TEAD-YAP inh
COc1ccc(-c2nc(-c3cccs3)[nH]c2-c2ccccc2)cc1OC,2.1,-0.3,1,0
CCc1ccccc1NC(=O)c1cc(S(=O)(=O)NCc2ccc(OC)cc2)ccc1F,-1.8,0.1,8,-7
COc1ccc(CN(CC2CCCO2)C(=O)c2cc3ccccc3oc2=O)cc1OC (stereo not given),1.0,-0.1,4,9
CC(C)OC(=O)CSc1nnc(-c2ccc(S(=O)(=O)N3CCCC3)cc2)n1C,-1.4,-0.1,11,0
CCc1ccccc1NC(=O)CSc1nc2nc(C)cc(C)n2n1,1.8,0.1,-6,15
COc1ccccc1NC(=O)c1c(NCc2ccc(C)o2)sc2c1CCC2,-1.7,0.7,17,2
CC/C(=N\Nc1ccccc1[N+](=O)[O-])c1ccc(O)cc1,0.2,-1.7,10,22
O=C1c2ccc([N+](=O)[O-])cc2C(=O)N1c1ccccc1,0.3,0.0,9,12
C=CCS(=O)(=O)N1CCC(Cc2cccc(C(F)(F)F)c2)(C(=O)OCC)CC1,-1.8,0.5,15,2
Cc1ccc2c(c1)N(CCCC(=O)Nc1ccc(Br)c(C)c1)C(=O)CO2,-1.3,-0.1,11,0
c1ccc2nc(-c3nc4ccccc4o3)ccc2c1,-10,0.0,0,77*
O=C(NCC(c1cccc2ccccc12)N1CCCC1)c1cccc([N+](=O)[O-])c1 (stereo not given),1.2,0.1,18,5
CC(=O)NC(=N/OC(C)=O)/C(=N/OC(C)=O)c1nc2ccccc2[nH]1,0.2,-0.1,12,8

# More compounds follow.
SMILES,GPR151 ag,FBW7 act,MITF inh,TEAD-YAP inh
O=C1C2=C(C(c3ccc(Cl)cc3)=NCCN2)C(c2ccc(Br)cc2)N1c1ccccc1 (stereo not given),-2.0,0.1,7,-10
CC1=C(Br)C(=O)c2ccccc2C1=O,1.9,-0.2,11,4
CS(=O)(=O)N(CC(=O)NC1CC1)Cc1ccc(Cl)cc1,0.5,-0.1,9,9
CC(=O)NCCNC(=O)c1ccc(Cl)c([N+](=O)[O-])c1,1.3,0.1,6,-1
O=C(NCc1ccccc1F)c1cc2cc(Br)ccc2oc1=O,5.9*,-0.1,0,-1
O=C1CC(N2CCN(c3ccc(Cl)cc3)CC2)C(=O)N1c1cccc(Cl)c1 (stereo not given),-0.9,0.2,3,-4
CCN(CC)CCCNC(=O)C(=O)Nc1ccc2nc3n(c(=O)c2c1)CCCCC3,-0.2,0.2,9,-5
O=C(Nc1nc(-c2ccc(Cl)s2)cs1)c1ccc(C(=O)c2ccccc2)cc1,-0.5,0.1,4,-2
CC1=C(C(=O)Nc2cccc(Cl)c2)C(c2ccc(C)cc2)NC(=O)N1 (stereo not given),-0.1,0.0,8,4
COc1ccc(CN2CCc3nnc(CNC(=O)CCc4cccnc4)n3CC2)c(C)c1C,1.0,0.4,-9,2
O=C1CC(c2cccs2)CC2=C1C(c1ccc([N+](=O)[O-])cc1)Nc1ccccc1N2 (stereo not given),1.9,0.2,-1,-1
Cc1ccc(NC(=O)CSc2cn(CCNC(=O)c3ccc(F)cc3)c3ccccc23)cc1,-1.2,-0.2,-10,5
COc1cccc(/C=C2\C(=O)N(c3ccccc3)N=C2C)c1OC(C)C,1.0,-0.1,21,7
O=c1cc(CN2CCN(Cc3ccsc3)C(CCO)C2)[nH]c2ccccc12 (stereo not given),-0.1,-0.1,6,1
Cc1ccc(S(=O)(=O)c2c[nH]c3cc4c(cc3c2=O)OCCO4)cc1,-0.8,0.6,-4,-22
O=C(c1ccncc1)N1C2CCC1CC(c1ccc(F)cc1)C2 (stereo not given),-0.9,0.0,-11,4
COc1cc(C(c2c(C)[nH][nH]c2=O)c2c(C)[nH][nH]c2=O)ccc1OC(=O)c1ccccc1Cl,0.5,-0.2,0,4
CCN(CC)S(=O)(=O)c1c(C)nn(S(=O)(=O)c2cc(C)ccc2C)c1C,-1.6,-0.1,3,0
CC(C)CNC(=O)C(=O)Nc1ccc2c(c1)OCO2,0.3,-0.1,7,-36
O=C(CN1C(=O)CCC1=O)Nc1nnc(-c2ccc3c(c2)CCCC3)o1,0.2,-0.2,3,8
CC(=O)C1=C(O)C(=O)N(CCN2CCOCC2)C1/C=C/c1ccccc1 (stereo not given),1.2,0.1,1,2
CCN(C(=O)CN1C(=S)NC(C)(C)CC1C)c1ccccc1 (stereo not given),-1.1,0.0,6,5
COCCC1CCCCN1C(=O)CCC1(Cc2ccc(SC)cc2)CCC(=O)N1 (stereo not given),-0.4,0.3,9,1
C=C(C)C(=O)OC[C@H]1CN2[C@@H](CC[C@@H](C)[C@@H]2c2ccc(Br)cc2)C(=O)O1,-1.7,0.5,3,.
COc1ccc(N2C(=O)C3CN=NC3(C)C2=O)cc1 (stereo not given),0.5,0.1,0,9
O=C(NCc1ccc(Cl)cc1)c1ccc(N2CCCC2=O)cc1,-0.3,-0.1,-40,-27
Cc1cccc(C)c1N(CC(=O)NCc1ccccc1)C(=O)c1csnn1,-0.7,0.0,5,3
O=[N+]([O-])c1ccc(NNC(=S)NC2CCS(=O)(=O)C2)c([N+](=O)[O-])c1 (stereo not given),-1.7,-0.2,19,14
Cn1c(Cc2ccccc2)nnc1SCc1nnc(-c2ccc([N+](=O)[O-])cc2)o1,-0.2,0.1,10,1
CN(CC(=O)NC1CCCCCC1)S(=O)(=O)c1ccc2ccccc2c1,1.0,-0.1,-12,5
Cc1nnc(N(C)C(=O)Cc2ccc3c(c2)OCO3)s1,0.0,0.1,0,-2
CN(CCOC12CC3CC(CC(C3)C1)C2)C(=O)c1ccc([N+](=O)[O-])cc1,0.2,0.2,12,1
CCOC(=O)c1ccc(N2C(=O)/C(=C\c3cccnc3)SC2=S)cc1,-1.4,-0.3,5,2
COc1ccc(C2=CC(c3cc(OC)ccc3OC)n3nnnc3N2)cc1 (stereo not given),0.3,-0.1,4,-4
Cc1ccc(S(=O)(=O)Nc2ccc(NC(=O)/C=C/C(=O)O)cc2)cc1,0.4,0.1,-14,-5
COc1ccc(/C(N)=N/OC(=O)COc2ccccc2OC)cc1OC,0.5,-0.1,-9,-29
Cc1cc(NC(=O)c2ccccc2Cl)ncc1NC(=O)C1CC1,-5.1,-0.1,5,-26
O=C(c1ccncc1)N1CCN(S(=O)(=O)c2ccccc2)CC1,-1.5,-0.1,-9,-13
Cn1c(=O)c2c(nc(NCC3CCCO3)n2Cc2cccc3ccccc23)n(C)c1=O (stereo not given),0.0,-0.3,3,-1
COc1cc(CNCc2ccccc2)ccc1OCC(O)c1ccccc1 (stereo not given),-0.2,-0.1,32,-1
CSc1nc(NN)c2c3c(sc2n1)CCC3,1.0,-0.5,6,-5
COCCNC(=O)C(c1cccs1)N(C(=O)Cn1nnc2ccccc21)c1ccccc1 (stereo not given),0.6,-0.1,6,2
Cc1cccc2cc(/C=C3\NC(=S)NC3=O)c(N3CCOCC3)nc12,0.0,0.5,9,4
O=C(NCC1CCCN1S(=O)(=O)c1cccs1)c1cccs1 (stereo not given),1.3,0.1,7,-1
CCN(Cc1cccc(OC)c1)C(=O)Nc1ccc(-c2cn[nH]c2)cc1F,1.6,0.0,9,-14
O=C(Cn1c(=S)[nH]c2ccccc2c1=O)N1CCc2ccccc2C1,0.0,0.1,3,7
CCOC(=O)c1c(NC(=O)CSc2nnc(CNC(=O)COc3ccccc3)n2-c2cc(C)ccc2C)sc2c1CCCC2,-1.5,0.0,3,-4
CN(C)c1nc(N)nc(CSc2ncc(Cl)cc2Cl)n1,-0.9,0.0,16,1
Cc1ccc(Sc2nnc3c(=O)n(C)c(=O)n(C)c3n2)cc1,-2.9,0.8,24,6
CCN1C(=O)C(c2ccc(F)cc2)C2(CCN(C(=O)c3ccco3)CC2)C1=O (stereo not given),0.3,0.3,10,-3
Cc1cccc(C(=O)NC2CCCCCC2)c1[N+](=O)[O-],-0.7,0.8,14,-31
FC(F)(F)c1ccc(Cn2cnc3c(Nc4ccccc4)nc(NCCN4CCOCC4)nc32)cc1,0.2,-0.1,3,-1
CCSc1nsc(NC(=O)Nc2cccc(C(C)=O)c2)n1,-0.7,1.2,15,0
O=C(CSc1ncnc2sc(-c3ccccc3)cc12)Nc1ccc2c(c1)OCO2,0.0,0.0,-5,-5
CCCCn1c(SCC(=O)Nc2cccc(O)c2)nnc1-c1ccncc1,-0.4,0.1,1,-7
CCOC(=O)c1ccc(NC(=O)CC2C(=O)N(c3cccc(C(F)(F)F)c3)C(=S)N2CCc2ccc(OC)c(OC)c2)cc1 (stereo not given),-0.1&-0.5,0.2&-0.1,-6&5,4&19
CC(C)N(Cc1ccccc1)C(=O)c1cc(S(=O)(=O)N2CCCC2)cn1C,-0.5,0.0,-1,-7
O=C(/C=C/c1ccco1)NC(=S)N1CCN(c2ccccn2)CC1,-0.2,-0.5,-2,-4
CC(C)(CNC(=O)c1cccc(F)c1)CNC(=O)c1cccc(F)c1,-2.1,0.2,6,-5
OC1CCC(Nc2nccc(Nc3ccc(N4CCOCC4)cc3)n2)CC1 (stereo not given),-1.0,-0.2,11,29
# Later entries
SMILES,GPR151 ag,FBW7 act,MITF inh,TEAD-YAP inh
Cc1ccccc1-c1cccc([C@@H]2C[C@H]3CN(C4CCN(C)CC4)C(=O)[C@]34CCCN24)c1,-1.8,-0.2,-6,-6
CCN1C(=O)c2cccc3c(S(=O)(=O)Nc4cccc(F)c4)ccc1c23,0.1,0.1,18,-1
COC(=O)C1(C)NC(=O)c2ccccc2N1 (stereo not given),4.5,0.0,5,12
O=C(c1n[nH]c(=O)c2ccccc12)N1CCN(Cc2ccc3c(c2)OCO3)CC1,-1.4,0.3,10,5
CC(=O)N1CCc2c([nH]c3c(C)cccc23)C12CCCN(CCCC#N)C2 (stereo not given),0.4,-0.3,7,-9
CSc1ccc(/C=C2\N=C(c3c(-c4ccccc4)noc3C)OC2=O)cc1,-1.9,0.0,16,15
c1ccc2c(c1)CCN(c1nc(NCc3nc4ccccc4[nH]3)c3ncn(C4CCCCC4)c3n1)C2,-1.7,-0.1,-5,-23
COc1ccccc1C(=O)Nc1cccc(N2CCC(N3CCCC(C(N)=O)C3)CC2)c1 (stereo not given),0.1,0.0,6,-11
O=C(O)/C=C/C(=O)Nc1ccc2ccccc2c1,-0.5,0.1,-3,-28
Cc1ncc(CN2CCCC(N(C)CCc3ccccc3)C2)s1 (stereo not given),0.6,-0.1,7,0
CCOC(=O)c1ccc2c(c1)C(=O)N(c1ccccc1C)C2=O,-0.8,0.2,16,2
OC(COc1ccccc1CNCCN1CCCC1)CN1CCc2ccccc2C1 (stereo not given),-0.9,-0.1,-24,2
CC(C)[C@H](NC(=O)c1ccco1)C(=O)OCC(=O)Nc1cccc(Cl)c1,-0.2,-0.1,-12,-6
CCCOC(=O)c1ccc(NS(=O)(=O)c2ccc(Cl)s2)cc1,-0.5,0.0,3,2
Clc1cc(Nc2ccc3cn[nH]c3c2)ncn1,-0.1,-0.2,4,-16
CCOc1ccccc1CNCC1CCCN1CC (stereo not given),-2.6,-0.1,-12,-13
Cc1sc(NC(=O)COc2ccc3ccccc3c2Br)c(C(N)=O)c1C,-0.1,-0.1,-2,4
NC(=O)C1(N2CCCCC2)CCN(S(=O)(=O)c2ccc(F)cc2)CC1,1.0,0.0,-4,2
COc1ccc(N2C(=O)/C(=C/c3ccncc3)SC2=S)c(OC)c1,-0.6,-0.1,6,-5
O=c1cc(N2CCN(c3ccccc3F)CC2)[nH]c(=O)n1-c1ccc(Cl)cc1,-0.9,0.2,3,7
O=C(OCC(=O)c1c[nH]c2ccccc12)c1ccccc1Br,-0.3,-0.1,0,-55
CCOC(=O)c1c(NC(=O)COc2ccccc2[N+](=O)[O-])sc2c1CCCCC2,1.3,0.0,-2,1
Cc1ccc(C2=N/C(=C\c3ccc(C(C)(C)C)cc3)C(=O)O2)cc1[N+](=O)[O-],0.2,-0.2,-3,1

# An unsorted share of the library; overall some 3.4% were active at least once.
